# M1 ag = agonists of human M1 muscarinic receptor | CHO-K1 hM1, Fluo-8 calcium fluorescence, agonist mode; 0% DMSO, 100% acetylcholine EC100 | activation, % at 3 µM | 360,000 tested, 0.33% active | AID 588814;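 active means activation above the run's mean compound activation plus 3 SD, cut at about 16% in these data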;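 further: peak over basal fluorescence ratio within a 140 s kinetic read after compound addition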
# M1 PAM = human CHRM1 positive allosteric modulation | CHO-K1 hM1, Fluo-8 calcium fluorescence, ACh EC20; 0% = ACh EC20, 100% = maximal ACh | activation, % at 3 µM | 360,000 tested, 0.088% active | AID 588819; in the data active means activation above about 19%, passing the limit was not always enough
# OXTR ag = human OXTR agonism; AID 2435; 320,000 tested, 0.32% active; P30559; CHO-OTR cells, Fluo-8 calcium fluorescence; normalized: DMSO 0%, oxytocin 100%; activation, % at 3 µM;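 active means activation above the mean of all tested compounds plus 3 SD, cutoff set per screening run, cut at about 20% in these data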;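 further: peak over basal fluorescence ratio from a 100 s FLIPR kinetic read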
# CHRM1 antagonist = human CHRM1 antagonism. P11229. inhibition, % at 3 µM. CHO-K1 hM1, Fluo-8 calcium fluorescence, ACh EC80 antagonist. 360,000 tested, 1.3% active;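 active means percent inhibition above its own plate's cutoff, namely the mean of that plate's compound wells plus 3 SD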;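 further: peak over basal fluorescence ratio during 140 s after agonist addition; 0% = ACh EC80 plus DMSO and 100% = DMSO alone without agonist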
# TAAR1 antag = antagonists of human TAAR1 | CHO RD-HGA16 TAAR1, Fluo-8 calcium fluorescence, antagonist | inhibition, % at 3 µM | 360,000 tested, 1.5% active | Q96RJ0 | AID 624466;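 active means inhibition above a per-plate cutoff, the mean inhibition of test compounds on that plate plus 3 SD, cut at about 49% in these data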;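 further: 0% = DMSO plus EC80 beta-PEA response and 100% = DMSO alone without agonist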
# Target sequence (Q96RJ0 whole entry, looked up): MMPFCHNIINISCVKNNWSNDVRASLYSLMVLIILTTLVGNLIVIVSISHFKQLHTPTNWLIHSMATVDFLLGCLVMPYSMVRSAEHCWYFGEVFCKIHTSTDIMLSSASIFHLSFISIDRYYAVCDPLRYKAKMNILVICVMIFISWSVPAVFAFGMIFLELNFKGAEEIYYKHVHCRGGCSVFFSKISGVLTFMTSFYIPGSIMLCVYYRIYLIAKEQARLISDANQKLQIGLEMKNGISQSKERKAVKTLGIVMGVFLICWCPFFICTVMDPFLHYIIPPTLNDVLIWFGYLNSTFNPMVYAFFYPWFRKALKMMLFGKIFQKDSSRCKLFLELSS
#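 Material: RD-HGA16 CHO cells with stable hTAAR1 and Gα16; Dosing: single nominal final test compound concentration of 3 µM; Schedule: seeding 17-24 h prior, 75-min 37 °C, 30-min RT dye loading; Detection: kinetic Fluo-8 calcium fluorescence measurement; Measure: % inhibition from peak post-agonist over basal fluorescence ratio; Benchmarks: vehicle and agonist controls.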
# V1aR counter = counter-screen for oxytocin receptor agonists: human V1a receptor agonists | P37288 | CHO-V1R cells, Fluo-8 calcium fluorescence, agonist mode; 0% DMSO, 100% 3 nM vasopressin | activation, % at 3 µM | 320,000 tested, 0.25% active;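 active means activation above the mean activation of all tested compounds plus 3 SD, per screening run, cut at about 20% in these data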;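 further: signal is peak over basal fluorescence ratio across a 100 second FLIPR read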
# Target sequence (P37288 whole entry, looked up): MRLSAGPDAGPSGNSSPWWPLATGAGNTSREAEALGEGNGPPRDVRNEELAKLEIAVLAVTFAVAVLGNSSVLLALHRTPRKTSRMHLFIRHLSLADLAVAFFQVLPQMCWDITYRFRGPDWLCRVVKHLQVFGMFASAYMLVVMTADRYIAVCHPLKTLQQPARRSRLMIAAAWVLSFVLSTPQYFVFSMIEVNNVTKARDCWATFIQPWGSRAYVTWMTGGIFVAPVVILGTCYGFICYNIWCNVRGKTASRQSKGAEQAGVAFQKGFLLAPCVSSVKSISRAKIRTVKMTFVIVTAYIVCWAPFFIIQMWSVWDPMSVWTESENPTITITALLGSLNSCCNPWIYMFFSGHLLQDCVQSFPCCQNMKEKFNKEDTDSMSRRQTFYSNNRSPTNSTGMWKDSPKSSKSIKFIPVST
# CHO parental Ca = counter-screen for OX1R antagonists: effect in parental CHO cells; 330,000 tested, 0.63% active; parental CHO-K1, ATP-induced calcium, Fluo-8 fluorescence; inhibition, % at 5.6 µM;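 active means inhibition above that plate's mean sample inhibition plus 3 SD, cut at about 26% in these data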;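 further: 0% = ATP-challenged DMSO wells and 100% = DMSO wells without ATP; some compounds past the cut are filed as inactive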
#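 Material: Parental CHO cells | Reagent: ATP | Compound dosing: Single nominal dose of 5.6 µM per compound | Detection: Intracellular calcium via Fluo-8 no-wash fluorescent dye | Read-out: % inhibition of ATP-induced calcium mobilization | Benchmarks: Low control ATP plus DMSO, high control DMSO only | Replicates: Singlicate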
# TAAR1 ag = agonists of human TAAR1. Q96RJ0. activation, % at 3 µM. 360,000 tested, 0.99% active. CHO RD-HGA16 TAAR1, Fluo-8 calcium fluorescence; vehicle wells 0%, saturating PEA agonist 100%;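 active means activation above the mean activation of all test compounds in the run plus 3 SD, cut at about 38% in these data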
#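 Repeats: no replicates (n 1) | Material: CHO-derived RD-HGA16 cells with stable Gα16 and human TAAR1 | Technique: Kinetic Fluo-8 calcium fluorescence | Schedule: 17-24 h seeding, 75 min 37 °C dye, 30 min RT | Evaluation: % activation from peak over basal fluorescence ratio, DMSO-to-PEA scaled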
# OXTR potentiator = human OXTR potentiation. P30559. CHO-OTR cells, Fluo-8 calcium fluorescence, potentiator mode; 0% = oxytocin EC15, 100% = EC100. activation, % at 3 µM. 320,000 tested, 0.061% active;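 active means activation above that plate's cutoff, the mean activation of tested compounds plus 3 SD, cut at about 6.6% in these data, passing the limit was not always enough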;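 further: 100% uses oxytocin at 75 nM as the full agonist control; some results filed as inactive read as strong as hits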
#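 Dosing: Single dose, 3.0 µM nominal final compound concentration | Material: Human OTR in CHO cells | Technique: Kinetic Fluo-8 calcium fluorescence | Benchmarks: EC15 oxytocin alone as 0%, 75 nM oxytocin as 100% | Probe or stimulus: Oxytocin at about EC15, sub-maximal agonist stimulus | Incubation: Compound 6 min at room temperature before oxytocin, 100 s read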
# * marks the source's active call; other numbers are inactive results; . = not tested or not shown. Not a hit list; 3.7% or so of the library scored in one or more.
# Letters: A = M1 ag; B = M1 PAM; C = OXTR ag; D = CHRM1 antagonist; E = TAAR1 antag; F = V1aR counter; G = CHO parental Ca; H = TAAR1 ag; I = OXTR potentiator
CCC1Cc2c(nc(N)c3c(N)nc(N4CCCCC4)c(C#N)c23)O1 (stereo not drawn)
  A = -6.7	B = 0.0	C = -2.2	D = 14.1	E = 5.2	F = -1.8	G = -12.1	H = -0.1	I = -4.6
CCOC(=O)c1ccc(NC(=O)CSc2nc(N)c(NC(=O)c3ccc(Br)o3)c(=O)[nH]2)cc1
  A = -3.6	B = 6.2	C = 0.2	D = -18.6	E = 1.8	F = -0.7	G = -4.4	H = -0.6	I = -13.6
CCCC(=O)Nc1ccc(C(=O)NNC(=S)NC(=O)c2ccc(Br)o2)cc1
  A = -13.8	B = -12.5	C = -2.4	D = 9.8	E = -0.6	F = -0.7	G = -21.2	H = 4.4	I = 0.2
CC(=O)Nc1cccc(NC(=O)CS(=O)(=O)c2cn(CC(=O)N(C(C)C)C(C)C)c3ccccc23)c1
  A = -4.8	B = 5.2	C = -1.0	D = -9.1	E = -27.0	F = -0.6	G = -7.8	H = 0.3	I = -6.4
CCN(C(=O)/C=C/c1ccc(OC)cc1)C1CCCCC1
  A = -2.2	B = 3.0	C = -0.9	D = -6.4	E = 1.6	F = 0.0	G = -13.4	H = -3.7	I = -8.5
CCOC(=O)c1c(-c2ccc(C)cc2)csc1NC(=O)CCSc1nnc2ccccn12
  A = -5.5	B = 10.4	C = 1.0	D = -2.1	E = -2.6	F = 1.7	G = -9.5	H = 1.8	I = -5.6
CC(C)(CO)NCc1ccccc1OCC(=O)Nc1ccccc1
  A = -1.8	B = 15.8	C = 0.3	D = -13.7	E = 7.9	F = 0.2	G = -9.5	H = -0.7	I = 3.6
CCOC(=O)C1=C(N)n2c(s/c(=C\c3cccnc3)c2=O)=C(C#N)C1c1cccnc1 (stereo not drawn)
  A = -2.0	B = 10.6	C = .	D = -20.3	E = -16.8	F = .	G = .	H = -1.1	I = .
Cc1ccc(S(=O)(=O)NCCc2ccncc2)cc1[N+](=O)[O-]
  A = -6.3	B = 4.6	C = -0.3	D = -8.6	E = -6.8	F = 0.5	G = -12.3	H = 6.4	I = -2.3
CCCNC(=O)C(Cc1ccccc1)NS(=O)(=O)c1cccc2nsnc12 (stereo not drawn)
  A = -3.8	B = 7.6	C = 0.4	D = -13.8	E = -10.3	F = 1.3	G = -23.2	H = 3.8	I = -5.4

# An excerpt from above with just CHO parental Ca and OXTR ag.
SMILES	CHO parental Ca	OXTR ag
CCC1Cc2c(nc(N)c3c(N)nc(N4CCCCC4)c(C#N)c23)O1 (stereo not drawn)	-12.1	-2.2
CCOC(=O)c1ccc(NC(=O)CSc2nc(N)c(NC(=O)c3ccc(Br)o3)c(=O)[nH]2)cc1	-4.4	0.2

# The list continues.
# Letters: A = M1 ag; B = M1 PAM; C = OXTR ag; D = CHRM1 antagonist; E = TAAR1 antag; F = V1aR counter; G = CHO parental Ca; H = TAAR1 ag; I = OXTR potentiator
CCN(CC(=O)Nc1ccc(NC(C)=O)cc1)C(=O)/C=C/c1ccco1
  A = -5.2	B = 7.5	C = 0.8	D = -10.3	E = 10.1	F = -0.1	G = 12.1	H = -0.1	I = -0.9
COc1ccc(C(c2nnnn2Cc2ccccc2)N2CCN(C/C=C/c3ccccc3)CC2)cc1 (stereo not drawn)
  A = -3.9	B = -23.6	C = .	D = 34.9	E = -16.8	F = .	G = .	H = 2.5	I = .
Cc1ccccc1-c1nc(CS(=O)(=O)CC(=O)NC(C)c2ccccc2)c(C)o1 (stereo not drawn)
  A = 0.2	B = 1.3	C = 1.3	D = -1.5	E = -10.3	F = 4.2	G = -39.0	H = -0.9	I = -10.4
CCC(CO)Oc1cc(NC(=O)c2ccc(N)cc2)c2ncn(C(C)C)c2c1 (stereo not drawn)
  A = -2.4	B = 2.2	C = 1.0	D = -2.5	E = 10.1	F = -0.2	G = 4.7	H = 7.2	I = -1.3
CN(CC(=O)Nc1ccccc1Cl)C(=O)COC(=O)CNC(=O)c1ccc(Br)o1
  A = -5.3	B = 8.9	C = -0.1	D = -7.9	E = -3.3	F = -0.9	G = 0.2	H = 5.7	I = 6.0
CC(=O)c1ccccc1OC(=O)CCN1C(=O)c2ccccc2C1=O
  A = -2.5	B = 10.6	C = 0.5	D = 0.5	E = 8.6	F = 0.3	G = -16.6	H = 3.3	I = -1.0
Cc1n[nH]c(C)c1CCCCOc1ccc([N+](=O)[O-])cc1
  A = 0.4	B = -0.7	C = 3.8	D = -11.7	E = -12.4	F = 7.8	G = 4.2	H = 2.1	I = -17.4
CN1C(=O)[C@H]2[C@@H](/C=C/c3ccccc3)N3C(=O)CN(Cc4ccc(-c5ccccc5)cc4)C(=O)[C@@]3(C)[C@H]2C1=O
  A = -5.0	B = 5.2	C = 2.9	D = -2.9	E = 18.5	F = 3.2	G = -36.6	H = 2.9	I = -3.2
Cc1ccc2c(c1)N(C(=O)CCC(=O)N1CCOCC1)CC(C)O2 (stereo not drawn)
  A = -0.9	B = -2.6	C = -1.1	D = -3.4	E = -17.6	F = 0.7	G = 4.0	H = 0.5	I = -5.0
O=C(Nc1cccc(O)c1)C1CC(c2c(F)cccc2Cl)=NO1 (stereo not drawn)
  A = -1.0	B = -5.7	C = -0.3	D = 1.2	E = -6.5	F = 1.2	G = -2.9	H = 6.5	I = -3.1

# Complete entries, quoted from the list. Screens in order: M1 ag	M1 PAM	OXTR ag	CHRM1 antagonist	TAAR1 antag	V1aR counter	CHO parental Ca	TAAR1 ag	OXTR potentiator
# `Cc1ccc2c(c1)N(C(=O)CCC(=O)N1CCOCC1)CC(C)O2` (stereo not drawn) is entered as -0.9	-2.6	-1.1	-3.4	-17.6	0.7	4.0	0.5	-5.0
# `CCN(CC(=O)Nc1ccc(NC(C)=O)cc1)C(=O)/C=C/c1ccco1` is entered as -5.2	7.5	0.8	-10.3	10.1	-0.1	12.1	-0.1	-0.9
# `Cc1n[nH]c(C)c1CCCCOc1ccc([N+](=O)[O-])cc1` is entered as 0.4	-0.7	3.8	-11.7	-12.4	7.8	4.2	2.1	-17.4
# `Cc1ccccc1-c1nc(CS(=O)(=O)CC(=O)NC(C)c2ccccc2)c(C)o1` (stereo not drawn) is entered as 0.2	1.3	1.3	-1.5	-10.3	4.2	-39.0	-0.9	-10.4
# `COc1ccc(C(c2nnnn2Cc2ccccc2)N2CCN(C/C=C/c3ccccc3)CC2)cc1` (stereo not drawn) is entered as -3.9	-23.6	.	34.9	-16.8	.	.	2.5	.

# (further entries)
# Letters: A = M1 ag; B = M1 PAM; C = OXTR ag; D = CHRM1 antagonist; E = TAAR1 antag; F = V1aR counter; G = CHO parental Ca; H = TAAR1 ag; I = OXTR potentiator
CCC(C)NCCOCCOc1ccccc1-c1ccccc1 (stereo not drawn)
  A = -11.4	B = -14.4	C = 7.2	D = 8.1	E = 3.4	F = 3.7	G = -8.9	H = 11.0	I = -3.3
Cc1ccc(/C=N/N2C(=S)SC(C)(C)C2N(O)C(=O)Nc2ccc([N+](=O)[O-])cc2)cc1 (stereo not drawn)
  A = -0.6	B = -1.8	C = 1.5	D = 1.1	E = 12.9	F = 2.2	G = 2.1	H = 30.2	I = -9.3
COc1ccc(NC(=O)C(NC(=O)c2ccc(C)cc2)c2ccccc2)cc1 (stereo not drawn)
  A = -1.8	B = 5.6	C = -1.2	D = -11.5	E = -21.8	F = 0.4	G = -7.1	H = 7.4	I = 2.9
COc1cccc(-n2c(SCC(=O)NCc3cccs3)nc3ccccc3c2=O)c1
  A = -10.6	B = 2.1	C = -1.6	D = -3.6	E = 5.8	F = 0.8	G = -10.9	H = -0.1	I = -3.1
Cc1ccc(S(=O)(=O)N(C)Cc2nc(-c3ccncc3)no2)cc1
  A = -2.0	B = 9.4	C = 5.0	D = -9.0	E = 11.4	F = 6.5	G = -4.0	H = 1.4	I = -20.1
CCOc1ccc(CC(=N)C2=C(O)CC(C)(C)CC2=O)cc1OCC
  A = -5.5	B = 6.2	C = 0.0	D = -6.5	E = -3.0	F = 0.2	G = -6.2	H = -0.8	I = -4.7
Cc1csc(NC(=O)CSc2nnc(CCNC(=O)c3cccs3)n2C)n1
  A = -1.1	B = -0.2	C = 0.2	D = 4.7	E = -5.9	F = 0.7	G = -6.7	H = 1.8	I = 1.7

# High-throughput results: PubChem BioAssay, The Scripps Research Institute Molecular Screening Center
